# Source: PubChem
# ABCG2 block: blocks JC-1 efflux by human ABCG2 transporter; IgMXP3 cells, flow cytometry; inhibition, % at 6.6 µM; Q9UNQ0; hit rate 0.1% among 190,000;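 active = inhibition above 80%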;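 note: 0% = DMSO and 100% = nicardipine control wells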
#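 material = IgMXP3 (ABCG2) plus far-red-tagged CCRF-Adr (ABCB1) cells | amount = 3 million cells/mL, equal mix of both lines | also added = JC-1 transporter substrate | dosing = one concentration, 6.6 µM final | schedule = 10 min at 25 °C | measured by = flow cytometric JC-1 green MFI at 530 nm | read-out basis = percent efflux inhibition, scaled nicardipine 100% to DMSO 0%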
# HRas wt GTP bind: modulators of GTP binding to human HRas wildtype | P01112 | GST-Ras wt beads, Bodipy-FL-GTP binding, flow cytometry; actives lie on both sides | GTP binding activity, % at 10 µM | hit rate 0.14% among 190,000 | AID 759;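 active = GTP binding activity at least 20% away from the 100% baseline, either lowered as inhibitor or raised as activator; inconclusive = flagged as likely green fluorescent, judged across all proteins in the well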;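 note: 0% = unlabeled GTP competition control and 100% = no-compound control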
# Target sequence (P01112 whole entry, looked up): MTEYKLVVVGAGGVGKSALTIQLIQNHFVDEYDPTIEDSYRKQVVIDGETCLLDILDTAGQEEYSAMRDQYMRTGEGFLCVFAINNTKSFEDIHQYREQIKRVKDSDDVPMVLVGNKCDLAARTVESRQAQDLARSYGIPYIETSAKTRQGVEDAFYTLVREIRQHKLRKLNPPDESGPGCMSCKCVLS
# Rab7 wt GTP bind: dog Rab7 wildtype GTP binding, inhibitors and activators. GST-Rab7 beads, fluorescent GTP binding, flow cytometry; actives lie on both sides; untreated = 100%, excess cold GTP = 0%. GTP binding activity (percent of control), % at 10 µM. AID 758. hit rate 0.055% among 190,000;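 active = fluorescent GTP binding to Rab7 beads changed by at least 20 points from the 100% baseline, either direction, mostly lower; inconclusive = compound itself probably fluorescent, or too few beads counted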;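 note: median green fluorescence of bound Bodipy-FL-GTP per Rab7 bead population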
# Rac1 mut GTP: human Rac1 activated mutant GTP binding change. P63000. GST-Rac1 activated beads, fluorescent GTP binding, flow cytometry; actives lie on both sides; 100% means binding = to untreated wells. percent activity (GTP binding), % at 10 µM. hit rate 0.11% among 190,000. AID 764;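 active = GTP binding at least 20 percentage points away from the 100% baseline, in either direction, so actives lie on both sides; inconclusive = Compound likely fluorescent itself, or too few beads counted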
# Avidin bead fluor: avidin bead compound fluorescence profile; Avidin beads, compound fluorescence 488/530 nm, flow cytometry; hits give high values; fluorescence (KMESF) at 10 µM; hit rate 0.38% among 220,000; AID 1775; in the data active = fluorescence above about 47; note: inactives centre near 10
# Rac1 wt GTP bind: human Rac1 wildtype GTP binding, inhibitors and activators; P63000; AID 757; GTP binding activity (% of control), % at 10 µM; hit rate 0.27% among 190,000; GST-Rac1 beads, fluorescent GTP binding, flow cytometry; actives lie on both sides; 0 = cold GTP competed, 100 = untreated;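 active = GTP binding activity at least 20 points away from the 100% control level, either lower or higher; inconclusive = compound flagged as likely green fluorescent, judged across all proteins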
# Mcl1 Noxa PPI: disrupts binding of human Mcl-1 to Noxa peptide; Q07820; hit rate 1.5% among 220,000; TR-FRET Mcl-1/Noxa peptide binding, 2 h; inhibition, % at 21.7 µM; AID 1022;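 active = compounds that cut the protein-peptide binding signal by more than 50% relative to plate controls in a single-dose test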;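 note: His-tagged Mcl-1 with rhodamine Noxa BH3 peptide and terbium anti-His antibody; 0% = Mcl-1 plus Noxa peptide wells and 100% = peptide-only wells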
# Target sequence (Q07820 whole entry, looked up): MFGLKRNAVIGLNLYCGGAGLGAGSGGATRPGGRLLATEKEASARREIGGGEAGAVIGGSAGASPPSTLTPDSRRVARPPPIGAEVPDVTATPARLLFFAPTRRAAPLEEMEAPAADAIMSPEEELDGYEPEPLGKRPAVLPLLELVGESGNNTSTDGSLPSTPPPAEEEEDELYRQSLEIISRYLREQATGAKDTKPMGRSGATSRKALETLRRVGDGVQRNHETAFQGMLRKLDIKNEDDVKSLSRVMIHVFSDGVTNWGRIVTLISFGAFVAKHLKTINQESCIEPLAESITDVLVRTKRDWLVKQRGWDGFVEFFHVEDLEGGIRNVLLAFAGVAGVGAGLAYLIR
# ABCB1 block: human ABCB1 inhibition, ABCG2 as counter-screen | hit rate 0.067% among 190,000 | P08183 | inhibition, % at 6.6 µM | CCRF-Adr cells, JC-1 efflux, flow cytometry | AID 1326; in the data active = inhibition above about 40%;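 note: 0% = vehicle and 100% = reference inhibitor; higher value means more JC-1 retained so stronger ABCB1 efflux block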
# Rab2A wt mod: changes GTP binding to wildtype dog Rab2A, up or down | P61105 | GST-Rab2 wt beads, Bodipy-GTP binding, flow cytometry | GTP binding activity, % at 10 µM | hit rate 0.19% among 190,000 | AID 760;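 active = GTP binding activity at least 20 points away from 100%, either lowered or raised; inconclusive = signal likely due to the compound's own green fluorescence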;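 note: 0% = beads with excess unlabeled GTP and 100% = no-compound control corrected for plate trend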
# Pf gametocyte: P. falciparum stage V gametocyte viability inhibition; P. falciparum stage V gametocytes, ATP luminescence, 24 h; inhibition, % at 10.9 µM; hit rate 0.065% among 150,000; AID 743093;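 active = inhibition above the mean plus 3 SD of compounds within the control limits, set per campaign, cut at about 38% in these data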;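 note: 0% = DMSO wells and 100% = medium only without gametocytes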
# Cdc42 wt GTP: modulators (inhibitors or activators) of GTP binding to human Cdc42 wildtype | percent activity (GTP binding), % at 10 µM | hit rate 0.2% among 190,000 | GST-Cdc42 beads, Bodipy-GTP binding, flow cytometry; actives lie on both sides;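 active = percent activity GTP binding at least 20 points away from the 100% baseline, either down as inhibitor or up as activator; inconclusive = compound flagged as likely green fluorescent from well-wide comparison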;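 note: median bead fluorescence of bound Bodipy-FL-GTP at 100 nM; 0% = excess unlabeled GTP control and 100% = no compound control; below 100% means less GTP binding so inhibitor and above means activator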
# Target sequence (P60953 whole entry, looked up): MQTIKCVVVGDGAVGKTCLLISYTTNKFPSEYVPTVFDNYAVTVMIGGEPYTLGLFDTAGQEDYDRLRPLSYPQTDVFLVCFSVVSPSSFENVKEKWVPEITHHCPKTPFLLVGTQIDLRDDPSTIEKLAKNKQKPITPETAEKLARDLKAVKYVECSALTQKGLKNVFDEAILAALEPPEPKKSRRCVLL
# The depositor's hits bear a star; ? = inconclusive; nt = no result given; & = joins results of further samples.
SMILES,ABCG2 block,HRas wt GTP bind,Rab7 wt GTP bind,Rac1 mut GTP,Avidin bead fluor,Rac1 wt GTP bind,Mcl1 Noxa PPI,ABCB1 block,Rab2A wt mod,Pf gametocyte,Cdc42 wt GTP
CC[C@H](C)C(C(=O)N1CCN(C(=O)OC(C)(C)C)CC1)n1cc(C(Cc2ccc(O)cc2)NC(=O)OC(C)(C)C)nn1 (stereo not given in full),4,94,96,95,6,96,-7,2.6,94,-3,95
CC(=O)c1ccc(NC(=O)C2CC(c3ccc(F)cc3)=NO2)cc1 (stereo not given),2,95,97,95,17,94,20,0.4,93,nt,94
COc1ccc(CCNC(=O)CSc2nc3cc(Cl)ccc3o2)cc1OC,35,100,100,98,14,102,4,0.9,98,nt,100
Oc1ccc(Cl)cc1C=NCCc1ccccc1,4,101,102,98,13,101,24,0.4,100,17,96
O=C(O)c1cc(NCc2ccc3c(c2)OCO3)ccc1N1CCOCC1,0,99,99,98,31,104,30,-0.3,99,-27,99
C#CCN1C(=O)C(O)(CC(=O)/C=C/c2ccco2)c2ccccc21 (stereo not given),6,99,104,101,22,108,-1,0.2,99,-22,100
O=C(O)CS/C(=C\c1ccc(F)cc1)c1nc2ccccc2s1,0,87,90,85,9,89,18,-0.1,85,nt,86
OC1CCN(CC(O)C(F)(F)F)CC1 (stereo not given),2,94,89,93,6,97,6,0.3,96,-17,94
COc1cc(C(=S)N2CCCC2)cc(OC)c1OS(=O)(=O)c1ccc(NC(C)=O)cc1,-2,98,97,99,2,97,0,-0.3,94,5,98
CCOC(=O)N/N=C\c1sccc1C,-1,102,102,101,5,108,19,0.5,102,-14,105
CCn1c(CC(=O)Nc2ccc(C)cc2)n[nH]c1=S,1,101,100,100,11,105,13,0.2,98,0,99
Cc1ccc(C(=O)Nc2ccccc2C(=O)NC(Cc2c[nH]c3ccccc23)C(=O)O)cc1 (stereo not given),-1,94,98,90,9,100,25,-0.7,93,13,95
O=C(c1cc([N+](=O)[O-])cc([N+](=O)[O-])c1)N1CCOCC1,-3,99,98,99,23,104,-2,-0.1,98,-17,101
COc1ccc(C(=O)ON=C2c3ccccc3-c3ccccc32)cc1OC,-4,98,96,99,3,102,11,-0.9,98,20,97
NC(=O)c1ccc(NC(=O)COC(=O)c2c3c(nc4ccccc24)/C(=C\c2cccs2)CCC3)cc1,-5,99,100,99,3,103,9,-0.4,101,20,105
COc1cccc(OC)c1C(=O)OCC(=O)Nc1cccnc1Cl,1,97,102,95,10,98,-1,0.1,96,-7,96
COc1ccc(Oc2cn[nH]c2-c2ccc(O)cc2O)cc1,1,97,102,97,8,99,-1,0.0,100,nt,98
CCOc1ccc(NC2=NCCC(=O)N2Cc2cccs2)cc1,2,98,98,97,18,98,9,0.1,98,nt,98
CCOc1ccc(Cc2nc(N)nc(N)n2)cc1,8,102,103,100,24,109,15,0.8,103,5,106
O=C(O)C1C2C=CC3(O2)C1C(=O)N1c2ccccc2C2OCCC2C13 (stereo not given),0,96,93,92,14,94,19,0.1,93,nt,94
CCOc1ccc(C2CC(c3cccc(OC)c3)Nc3ncnn32)cc1 (stereo not given),-4,102,103,98,7,105,1,-2.3,101,nt,103
COC(=O)CNC(=O)C1CCN(c2nc(C)cc(C)n2)CC1,11,103,100,101,35,111,-13,1.4,100,nt,105
COc1ccc(NC(=S)NCC(c2cccnc2)N2CCOCC2)cc1 (stereo not given),6,94,94,95,15,89,1,0.3,95,18,98
COc1ccc(CCNC(=O)C2CCN(Cc3nc(-c4cccc(Cl)c4)oc3C)CC2)cc1OC,2,100,101,102,13,100,10,2.1,100,nt,100
Cn1c(Cc2ccc3c(c2)OCO3)nnc1SCC(=O)NC(C)(C)C,2,96,100,95,11,95,-2,-0.2,96,4,95
COc1cc([N+](=O)[O-])c2nccnc2c1,1,96,94,95,11,98,20,0.4,96,0,93
O=C(CC(=O)N1CCN(c2ccccn2)CC1)Nc1ccc2nc3n(c(=O)c2c1)CCCCC3,0,97,95,98,8,101,24,-0.8,96,nt,100
O=C(NC(Cc1ccccc1)C(=O)O)OCc1ccccc1 (stereo not given),1,97,98,95,16,97,10,0.2,99,nt,98
Cc1nn(-c2ccccc2)c(Cl)c1CN(C(=O)CCl)c1ccc(Cl)cc1,1,99,100,98,13,109,13,1.1,98,-23,100
CCOCc1cc(C)[nH]c(=O)c1C#N,3,97,98,96,35,94,-13,0.8,98,-22,95
COc1ccc(/C=C2\CCOC2=O)cc1,0,99,101,98,6&35,99,-3&4,-0.1,100,nt,99
Cc1cccc(CS(=O)(=O)Cc2ccc(C(=O)NCCCN3CCOCC3)o2)c1,1,103,104,100,7,108,11,-0.1,106,2,102
O=C(CCn1c(=O)oc2ccccc21)N1CCN(C(c2ccccc2)c2ccccc2)CC1,8,100,101,98,28,105,-1,2.3,102,nt,102
CC1=C(C(N)=O)C(c2cccs2)n2nc(-c3cccc(Cl)c3)nc2N1 (stereo not given),10,96,98,96,27,98,-2,1.0,98,nt,97
Cc1cc2c3c(c1)C1(C(=O)N3C(C)(C)CC2C)C(C#N)=C(N)Oc2cc(O)ccc21 (stereo not given),-1,94,93,94,10,92,nt,-0.4,96,-25,95
Cn1c(=O)[nH]c(=O)c2c1nc(CN(Cc1ccccc1)Cc1ccccc1)n2CCN1CCOCC1,2,104,105,101,11,104,3,3.6,103,-6,106
O=C(CSc1nnc(-c2cccs2)o1)NCc1ccco1,4,96,96,96,16,99,14,0.8,95,9,96
Cc1sc2ncnc(OCc3nnc(-c4cccs4)o3)c2c1C,11,96,94,97,7,96,-6,0.1,96,2,96
Cc1[nH]nc(N2CCCCCC2)c1[N+](=O)[O-],2,105,107,101,36,106,-2,0.2,106,nt,106
O=C(NN1C(=O)c2ccccc2NC1c1ccccn1)c1ccc([N+](=O)[O-])cc1 (stereo not given),5,99,98,99,15,104,20,0.9,100,22,100
CCOC(=O)c1c(C)n(-c2ccc(C)cc2)c2c(CC(C)=O)c(Br)c(OC)c(O)c12,1,101,97,100,12,100,-12,0.5,103,9,102
O=S(=O)(Cc1ccc(Cl)cc1)c1ncc(CO)n1Cc1ccccc1,1,94,105,96,6,100,1,0.3,99,nt,91
CCn1c(Cn2nnc(-c3ccccc3)n2)nnc1SCC(=O)Nc1ccc(N(C)C)cc1,17,104,104,99,11,106,30,6.5,102,nt,105
S=c1[nH]nc(-c2ccc3ccccc3n2)n1-c1cc(Cl)cc(Cl)c1,-12,?,?,?,12,?,30,-1.8,?,5,?
Cc1ccc(-c2n[nH]c(=O)c3ccccc23)cc1S(=O)(=O)NC(C)(C)C,4,97,103,95,21,96,12,1.1,96,-1,96
O=C(Nc1ccc(F)cc1)C1C(c2ccccc2)C1(Cl)Cl (stereo not given),1,102,98,100,2,100,14,0.4,104,14,99
COc1cccc(N=C(N)N)c1,1,102,105,99,10,103,-11,0.3,99,-2,103
CN1CCc2c(sc3c2C(=O)NC(c2ccco2)N3)C1 (stereo not given),0,99,98,99,33,102,24,-0.3,102,-2,100
CCN(c1ccccc1)S(=O)(=O)c1cc(C(=O)OC(C)C(=O)Nc2ccc3c(c2)OCCO3)ccc1C (stereo not given),5,?,?,?,11,?,14,1.3,?,-10,?
CCCCCCN1C=C/C(=C\C=C(C#N)C#N)c2ccccc21,-4,99,95,98,3,97,-25,-1.0,100,nt,96
O=c1c(CN2CCN(Cc3ccccc3)CC2)coc2ccc(Cl)cc12,-1,102,101,100,12,102,15,0.1,101,nt,102
CCCCc1ccc(NC=C2C(=O)OC3(CCCCC3)OC2=O)cc1,4,96,99,94,35,99,6,0.2,98,9,92
O=C(O)c1ccccc1C(=O)Nc1ccc(Oc2ccc3ccccc3c2)cc1,-3,93,96,88,10,91,0,-0.8,91,-3,89
COc1ccc(NS(=O)(=O)c2ccc(N3CCCC3)c(NC(=S)Nc3cccc(S(=O)(=O)N(C)C)c3)c2)cc1,-3,99,101,97,6,101,62*,-0.4,98,nt,99

# Exported with tabs: entries from further up.
SMILES	ABCG2 block	HRas wt GTP bind	Rab7 wt GTP bind	Rac1 mut GTP	Avidin bead fluor	Rac1 wt GTP bind	Mcl1 Noxa PPI	ABCB1 block	Rab2A wt mod	Pf gametocyte	Cdc42 wt GTP
Cc1sc2ncnc(OCc3nnc(-c4cccs4)o3)c2c1C	11	96	94	97	7	96	-6	0.1	96	2	96
Cc1[nH]nc(N2CCCCCC2)c1[N+](=O)[O-]	2	105	107	101	36	106	-2	0.2	106	nt	106

# Structures above with an NH in an aromatic ring:
SMILES,ABCG2 block,HRas wt GTP bind,Rab7 wt GTP bind,Rac1 mut GTP,Avidin bead fluor,Rac1 wt GTP bind,Mcl1 Noxa PPI,ABCB1 block,Rab2A wt mod,Pf gametocyte,Cdc42 wt GTP
CCn1c(CC(=O)Nc2ccc(C)cc2)n[nH]c1=S,1,101,100,100,11,105,13,0.2,98,0,99
Cc1ccc(C(=O)Nc2ccccc2C(=O)NC(Cc2c[nH]c3ccccc23)C(=O)O)cc1 (stereo not given),-1,94,98,90,9,100,25,-0.7,93,13,95
COc1ccc(Oc2cn[nH]c2-c2ccc(O)cc2O)cc1,1,97,102,97,8,99,-1,0.0,100,nt,98
CCOCc1cc(C)[nH]c(=O)c1C#N,3,97,98,96,35,94,-13,0.8,98,-22,95
Cn1c(=O)[nH]c(=O)c2c1nc(CN(Cc1ccccc1)Cc1ccccc1)n2CCN1CCOCC1,2,104,105,101,11,104,3,3.6,103,-6,106
Cc1[nH]nc(N2CCCCCC2)c1[N+](=O)[O-],2,105,107,101,36,106,-2,0.2,106,nt,106
S=c1[nH]nc(-c2ccc3ccccc3n2)n1-c1cc(Cl)cc(Cl)c1,-12,?,?,?,12,?,30,-1.8,?,5,?
Cc1ccc(-c2n[nH]c(=O)c3ccccc23)cc1S(=O)(=O)NC(C)(C)C,4,97,103,95,21,96,12,1.1,96,-1,96
